PAFAH1B3 FP inh = PAFAH1B3 (human) inhibition. Q15102. recombinant PAFAH1B3, FP-rhodamine probe, fluorescence polarization. inhibition, % at 3.39 µM. 340,000 tested, 0.28% active. AID 492972;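 active = inhibition above the screen-wide average of all tested compounds plus 3 SD, cut at about 25% in these data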;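 also: 0% = enzyme with DMSO only and 100% = wells lacking PAFAH1B3 protein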
Target sequence (Q15102 whole entry, looked up): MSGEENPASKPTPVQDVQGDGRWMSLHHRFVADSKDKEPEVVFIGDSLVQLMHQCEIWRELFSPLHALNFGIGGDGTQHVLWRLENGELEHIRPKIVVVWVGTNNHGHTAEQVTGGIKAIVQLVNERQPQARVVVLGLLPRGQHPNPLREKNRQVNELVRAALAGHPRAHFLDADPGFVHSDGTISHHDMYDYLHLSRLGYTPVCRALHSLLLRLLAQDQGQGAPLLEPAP
PAFAH1B2 inh = PAFAH1B2 (human) inhibition; 340,000 tested, 1.2% active; AID 492953; P68402; inhibition, % at 3.39 µM; recombinant PAFAH1B2, FP-rhodamine activity probe, fluorescence polarization;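 active = inhibition above the mean of all tested compounds plus 3 SD, cut at about 24% in these data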;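 also: 0% = enzyme with DMSO and 100% = wells lacking PAFAH1B2; many of its hits are not listed in these tables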
Target sequence (P68402 whole entry, looked up): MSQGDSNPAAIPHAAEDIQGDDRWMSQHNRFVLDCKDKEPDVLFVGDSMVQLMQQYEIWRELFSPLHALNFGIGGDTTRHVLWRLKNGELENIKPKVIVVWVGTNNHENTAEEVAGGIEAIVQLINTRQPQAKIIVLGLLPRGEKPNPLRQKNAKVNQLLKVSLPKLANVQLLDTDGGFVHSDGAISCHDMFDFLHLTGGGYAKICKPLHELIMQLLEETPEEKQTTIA
PAD4 FP inh = inhibitors of human PAD4; recombinant PAD4, RCA probe fluorescence polarization; Q9UM07; inhibition, % at 6.36 µM; AID 485272; 330,000 tested, 0.41% active;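 active = percent inhibition above a cutoff equal to the mean of all tested compounds plus 3 SD, cut at about 15% in these data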;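 also: 0% = PAD4 with RCA probe and DMSO and 100% = probe without PAD4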
GSTO1 inh = counter-screen for RBBP9 inhibitors: inhibitors of human GSTO1 | recombinant GSTO1, activity-based probe fluorescence polarization | inhibition, % at 5.96 µM | 300,000 tested, 1.1% active;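 active = inhibition above the campaign mean inhibition plus 3 SD, cut at about 35% in these data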;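 also: 0% = GSTO1-1 with DMSO and 100% = wells lacking GSTO1-1 enzyme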
Target sequence (P78417 whole entry, looked up): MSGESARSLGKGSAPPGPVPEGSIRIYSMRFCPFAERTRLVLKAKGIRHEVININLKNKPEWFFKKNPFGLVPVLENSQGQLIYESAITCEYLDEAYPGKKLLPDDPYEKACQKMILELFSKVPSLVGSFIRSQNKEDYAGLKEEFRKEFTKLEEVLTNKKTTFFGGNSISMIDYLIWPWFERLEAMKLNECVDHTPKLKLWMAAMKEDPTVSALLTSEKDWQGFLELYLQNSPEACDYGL
pPAFAH FP inh = inhibitors of human plasma PAF acetylhydrolase (pPAFAH); recombinant pPAFAH, FP-rhodamine probe fluorescence polarization; inhibition, % at 3.39 µM; Q13093; 330,000 tested, 1.5% active;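 active = inhibition above the mean inhibition across the screen plus 3 SD, cut at about 25% in these data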;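 also: inhibitors block binding of the rhodamine activity-based probe so polarization drops; 0% = enzyme with DMSO and 100% = wells lacking pPAFAH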
LYPLA1 inh = LYPLA1 (human) inhibition in PME1 counter-screen; O75608; recombinant LYPLA1, FP-Rh probe fluorescence polarization; inhibition, % at 5.9 µM; 320,000 tested, 0.16% active; AID 2174;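 active = inhibition above the mean of all tested compounds plus 3 SD, set per campaign, cut at about 14% in these data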;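 also: inhibitors block serine hydrolase probe labeling of LYPLA1 so polarization falls; 0% = enzyme with DMSO and 100% = wells lacking LYPLA1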
PAFAH2 inh = PAFAH2 (human) inhibition; 340,000 tested, 0.99% active; inhibition, % at 3.39 µM; AID 492956; recombinant PAFAH2, FP-rhodamine activity probe, fluorescence polarization; Q99487;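 active = inhibition above the mean over all tested compounds plus 3 SD, cut at about 30% in these data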;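 also: inhibitors block probe labeling of enzyme so polarization drops; 0% = enzyme with DMSO and 100% = wells lacking PAFAH2 protein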
LYPLA2 inh = counter-screen for PME1 inhibitors: inhibitors of human LYPLA2 | O95372 | recombinant LYPLA2, FP-Rh probe fluorescence polarization | inhibition, % at 5.9 µM | 320,000 tested, 0.38% active;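 active = inhibition above the screen-wide mean plus 3 SD, limit set per campaign, cut at about 26% in these data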;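 also: 0% = LYPLA2 with DMSO and 100% = wells lacking LYPLA2 enzyme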
Target sequence (O95372 whole entry, looked up): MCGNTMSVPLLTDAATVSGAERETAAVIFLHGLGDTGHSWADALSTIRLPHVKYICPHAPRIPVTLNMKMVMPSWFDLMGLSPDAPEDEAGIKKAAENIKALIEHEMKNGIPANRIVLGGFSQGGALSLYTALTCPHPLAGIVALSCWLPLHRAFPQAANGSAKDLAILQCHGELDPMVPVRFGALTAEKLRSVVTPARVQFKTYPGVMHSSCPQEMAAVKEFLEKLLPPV
PREPL inh = inhibits the human prolyl oligopeptidase-like enzyme; recombinant PREPL, fluorescence polarization activity-based probe; inhibition, % at 5.96 µM; 320,000 tested, 0.68% active; Q4J6C6; AID 2751; in the data active = inhibition above about 43%;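 also: 0% = enzyme with DMSO and 100% = wells lacking enzyme; many of its hits are not listed in these tables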
Active calls of the source: *; · = not tested or not shown.

Compound	PAFAH2 inh	LYPLA2 inh	LYPLA1 inh	PAFAH1B3 FP inh	PAD4 FP inh	pPAFAH FP inh	GSTO1 inh	PREPL inh	PAFAH1B2 inh
CCOC(=O)C(C)n1cnc2scc(-c3ccc(C)c(C)c3)c2c1=O (configuration not stated)	0	-5	-1	4	4	4	1	16	6
C=CCNC(=O)/C(C#N)=C/c1ccccc1OCc1ccc(C(=O)OC)cc1	5	-7	-5	6	0	1	0	-3	-3
COc1cccc(N2CC(C(=O)Nc3nnc(SCC(=O)Nc4cc(C)on4)s3)CC2=O)c1 (configuration not stated)	-11	-2	-2	-11	-2	2	2	2	-8
Cc1noc(C)c1COC(=O)c1cc(C)n(-c2ccccc2)c1C	-5	-4	1	-8	5	18	2	4	0
COc1ccccc1C(=O)Nc1ccc(S(=O)(=O)Nc2cc(C)nc(C)n2)cc1	-6	3	0	0	3	0	0	2	14
CN(C)Cc1c(C(=O)N/N=C/c2cccc(OCc3c(F)cccc3Cl)c2)nnn1-c1nonc1N	0	2	-8	2	-40	-5	2	5	4
CN1C(=O)C(O)(CC(=O)/C=C\c2ccc3c(c2)OCO3)c2ccccc21 (configuration not stated)	·	-14	-2	·	3	-5	6	-1	·
O=C(NCCc1ccccc1)c1cc(-c2ccco2)on1	1	-2	0	2	-9	2	-1	11	2
CC1CC1C(=O)OCC(=O)Nc1cccc(S(=O)(=O)NC2=NCCCCC2)c1 (configuration not stated)	34*	3	1	6	0	5	15	1	4
O=C(CSc1cn(CCNC(=O)c2cccs2)c2ccccc12)NCC1CCCO1 (configuration not stated)	7	-4	1	6	3	-2	-1	0	3
COc1ccc(OC)c(/C=C/C(=O)Nc2ccc3c(c2)CCC3)c1	-18	-34	-14	-1	3	1	-4	2	-4
CCC1CCCCN1C(=O)CSc1nnc(-c2c[nH]c3ccccc23)o1 (configuration not stated)	5	-4	-6	-1	-1	5	5	-8	0
O=C(c1ccc(Cn2cc([N+](=O)[O-])cn2)o1)N1N=C(C(F)F)CC1(O)C(F)F (configuration not stated)	-4	-5	-6	8	-3	2	15	19	-1
O=C(CCn1c(=O)sc2ccccc21)Nc1ccon1	7	-7	-2	8	3	-2	-2	11	1
CCc1nonc1NC(=O)c1oc2ccccc2c1C	1	11	2	7	3	0	9	14	3
CCOc1cc(/C=N/NC(=O)C(=O)NCC2CCCO2)ccc1OCC(=O)N1CCOCC1 (configuration not stated)	·	2	2	·	0	7	10	-10	·
CC(=O)N1CCc2cc(Br)cc(S(=O)(=O)NCc3ccc(Cl)cc3)c21	-8	3	4	4	-3	1	9	-3	6
CC1=NNC(=O)/C1=C\c1cn(-c2ccccc2)nc1-c1ccccc1	-4	2	0	-2	-1	-2	10	1	2
Oc1cccc(/C=N/Nc2cc(N3CCCC3)nc(N3CCCC3)n2)c1	-6	5	-7	8	-10	11	36*	35	3
CCCC(=O)NC(c1ccc(OCC)cc1)c1ccc(OC)c(OC)c1 (configuration not stated)	·	1	2	·	3	3	13	-5	·

3 entries from above, arranged by length of the SMILES, smallest number first:
Compound	PAFAH2 inh	LYPLA2 inh	LYPLA1 inh	PAFAH1B3 FP inh	PAD4 FP inh	pPAFAH FP inh	GSTO1 inh	PREPL inh	PAFAH1B2 inh
Cc1noc(C)c1COC(=O)c1cc(C)n(-c2ccccc2)c1C	-5	-4	1	-8	5	18	2	4	0
CCCC(=O)NC(c1ccc(OCC)cc1)c1ccc(OC)c(OC)c1 (configuration not stated)	·	1	2	·	3	3	13	-5	·
COc1cccc(N2CC(C(=O)Nc3nnc(SCC(=O)Nc4cc(C)on4)s3)CC2=O)c1 (configuration not stated)	-11	-2	-2	-11	-2	2	2	2	-8

Next section.
Compound	PAFAH2 inh	LYPLA2 inh	LYPLA1 inh	PAFAH1B3 FP inh	PAD4 FP inh	pPAFAH FP inh	GSTO1 inh	PREPL inh	PAFAH1B2 inh
COc1ccc(CCN(Cc2cc3cc(C)cc(C)c3nc2Cl)C(=O)C2CC2)cc1	0	-5	2	3	-3	-5	4	2	0
CN1C(=S)SC(/[N+]([O-])=C\c2cccs2)C1(C)C (configuration not stated)	4	0	0	-2	-1	0	4	3	2
CC1CC(C)CN(CC(O)COCCOc2ccc(Br)cc2)C1 (configuration not stated)	2	1	1	2	0	1	2	24	3
Cc1ccccc1NC(=O)Nc1cnccn1	0	3	3	-3	-3	-4	6	5	0
COc1cccc(NC(=O)CNC(=O)c2cccs2)c1	5	-3	2	3	-4	0	-4	-3	-2
O=C(CCN1C(=O)CSc2ccccc21)Nc1ccc(OC(F)(F)F)cc1	-2	6	0	2	5	2	·	1	3
CCc1cc(Cn2nc(-c3ccccc3)cc2C(=O)NCc2cccc(Br)c2)on1	-26	·	·	-49	5	-24	·	-4	-30
O=c1[nH]c2ccccc2nc1/C=C/c1ccc(Cl)cc1	-3	-1	-4	0	-5	1	0	-1	1
CCCn1c(CCC(=O)O)nc2cc(S(=O)(=O)N3CCCC3)ccc21	-23	-35	-16	-8	-38	-5	-43	-39	-8
CCN1C(=O)[C@H]2[C@@H](c3ccc(-c4cccc(Cl)c4)cc3)N[C@@](CC(C)C)(C(=O)OC)[C@H]2C1=O	-8	·	·	4	2	3	·	14	-5
O=C(CNC(=O)C(c1ccccc1)c1ccccc1)N/N=C\c1cccc(O)c1	2	-4	-3	4	-3	-2	-3	-48	5
Cc1ccc(/C=C/C(=O)OCC(=O)Nc2ccc3[nH]c(=O)[nH]c3c2)o1	1	1	-2	8	1	1	-3	-5	-2
COc1cc(/C=C/C(=O)c2cccc([N+](=O)[O-])c2)cc(OC)c1OC	2	-1	-2	0	5	-2	4	2	-6
COc1ccc(Br)cc1CNC(=O)CCCc1cn(C)c2ccccc12	5	-10	-6	3	1	-1	9	-15	4
COc1ccc(NC(=O)CS(=O)c2ccc(Br)cc2)cc1 (configuration not stated)	-2	-3	-6	15	-7	0	5	-24	3
O=C(O)CCn1c(CO)nc2ccccc21	-1	3	2	6	-7	-1	1	-4	5
Cn1ncc2c(Nc3ccccc3Br)ncnc21	6	9	2	8	-1	-5	10	-11	4
COc1ccc(CNC(=O)CN2C(=O)NC3(CCCCCC3)C2=O)cc1	0	·	·	6	1	61*	·	8	5
O=C(Nc1cccnc1)c1ccc(Br)c(S(=O)(=O)N2CCCC2)c1	2	-2	4	12	4	3	25	9	-5
N#C/C(=C\c1ccc(O)c(O)c1)C(=O)N1CCc2ccccc21	49*	-1	-2	23	-1	3	-8	17	10
C(=Nc1cccc2c(N=Cc3ccco3)cccc12)c1ccco1	6	3	4	11	62*	45*	40*	55*	7
CN(C)c1ccc(P(=O)(OCc2ccccc2)C(O)c2cccnc2)cc1 (configuration not stated)	-1	-1	0	1	3	3	3	32	-7
Cc1ccccc1CN1CCN(C(=O)c2cccc(F)c2)CC1	-1	2	-3	4	-3	10	-8	2	-6
CCCCn1c(=NC(=O)c2ccc3c(c2)OCO3)c(C#N)cc2c(=O)n3cccc(C)c3nc21	-1	4	-2	6	1	6	21	12	-5
Cc1ccc(C)c(S(=O)(=O)N2CCCOC2CNC(=O)C(=O)NCc2ccco2)c1 (configuration not stated)	8	2	1	2	1	0	5	13	-1
Cc1cccc(OCC(=O)O/N=C(\N)c2ccccn2)c1	2	4	1	-1	1	0	1	1	-7
Cc1cc(=O)oc2cc(OCC(=O)N3CCc4ccccc4C3)ccc12	-1	10	3	8	-7	10	1	-9	4
OCC[n+]1ccc(/C=C/c2c[nH]c3ccccc23)cc1	-6	5	2	9	-2	5	-5	-6	2
CCOc1ccccc1NC(=O)C1CCCN(c2c(CC)c(C)nc3ncnn23)C1 (configuration not stated)	-8	-1	2	0	-2	2	1	-5	0
CN(c1ccccc1C(=O)Nc1ccc(CC#N)cc1)S(=O)(=O)c1ccccc1	0	-5	0	5	-3	1	0	-19	3
C[C@H](CO)N1C[C@H](C)[C@@H](CN(C)Cc2ccncc2)Oc2ccc(NC(=O)CCCCCC(=O)Nc3ccccc3N)cc2C1=O	3	·	·	3	2	-1	·	10	6
Oc1ccc(Cl)cc1CNc1cccc2cccnc12	-3	1	-6	28*	-2	21	35*	22	17
COc1ccc(S(=O)(=O)N2CCCC(C(=O)N3CCCCCC3)C2)cc1 (configuration not stated)	7	-9	-2	0	-4	-8	6	10	7
COc1ccc(C(=O)NCC(c2ccco2)N2CCCC2)cc1S(=O)(=O)N1CCCCC1C (configuration not stated)	6	-1	2	3	6	-2	·	2	-3
CCOP(=O)(c1ccc(N(C)C)cc1)C(O)c1ccncc1 (configuration not stated)	3	0	-1	1	1	5	-8	-5	3
Cc1ccc([N+](=O)[O-])cc1NC(=O)c1ccoc1C	2	4	1	10	-4	2	2	3	3
Cc1ccc(S(=O)(=O)Nc2ccccc2N(C)S(=O)(=O)c2ccc(C)cc2)cc1	1	-9	-1	-10	0	4	4	11	3
O=C(CSc1ncnc2c1cnn2-c1cccc(Cl)c1)NCC1CCCO1 (configuration not stated)	-7	4	-1	-3	2	8	-4	8	1
COc1ccc(C)cc1NC(=O)N1CCCc2ccccc21	2	2	0	11	2	-1	3	1	1
O=C1Nc2ccc(Br)cc2C1(O)Cc1ccncc1 (configuration not stated)	-3	3	1	8	-4	1	6	-10	-1
O=C(CCS(=O)(=O)c1cc(Br)cc2c1N(C(=O)C1CC1)CC2)NCC1CCCO1 (configuration not stated)	-2	-5	-3	5	-6	-2	4	8	1
CCO[C@H]1OC(C(=O)N2CCN(Cc3ccc4c(c3)OCO4)CC2)=C[C@@H](C(C)(C)C)[C@@H]1CCCO	3	0	0	-2	0	2	0	33	10
COc1ccccc1N1CC(C(=O)OCC(=O)Nc2c(C)cccc2C)CC1=O (configuration not stated)	-6	2	0	8	-2	2	8	-2	4
Cc1ccc(CCN2CC(C(=O)NCCCOC(C)C)CC2=O)cc1 (configuration not stated)	-7	-3	-1	5	0	2	-3	6	9
CCCCn1c(SCC(=O)c2ccc(OC)cc2OC)nc2cc(S(N)(=O)=O)ccc21	3	-10	-8	8	-5	7	3	-7	1
O=c1c2c(-c3cccs3)csc2ncn1-c1ccccc1	6	-3	-2	4	3	4	4	0	1
CN(C(=O)Nc1ccc(Cl)cc1Cl)[C@H]1c2cc(Br)ccc2OC[C@H]1CO	-1	6	0	8	3	-2	-9	-3	1
COc1ccc(NC(=O)N2CCCCCC2)cc1	5	-1	-4	9	-4	5	10	-5	3
O=C(COc1ccc(Cl)cc1)Nc1ccc2c(c1)CCC2	-2	-1	-2	1	1	-2	1	7	2
Cc1cccc(NC(=O)CNC(=O)c2ccc(-n3cncn3)c([N+](=O)[O-])c2)c1C	38*	-3	1	5	-1	-2	13	8	-4
CSCCC(NC(=O)c1ccc([N+](=O)[O-])cc1Cl)C(=O)OC1CCCCC1=O (configuration not stated)	-2	0	-1	5	4	2	9	12	2
COc1ccc(CC(=O)c2ccc(OC)c(OC)c2)cc1	4	-3	-5	0	0	0	9	15	-1
COc1ccc(Nc2nc(N)c([N+](=O)[O-])c(N3CCN(C)CC3)n2)cc1	4	3	-1	5	4	3	-2	5	3
O=S(=O)(Nc1nc2ccccc2nc1NCC1CCCO1)c1cc(Cl)ccc1Cl (configuration not stated)	6	3	0	4	1	7	5	-5	6
O=C1C2C3C=CC([C@@H]2C(=O)N1C1CC1)[C@H]1C(=O)N(C2CC2)C(=O)C31 (some centres not stated)	-2	1	1	3	-2	4	2	7	1

Bioassay records as filed in PubChem.

Only part of the results is shown (hit frequency here may not be typical).
